Assay outcomes as filed in PubChem.
MITF primary = human MITF inhibition, primary screen; O75030; inhibition, % at 2.6 µM; AlphaScreen MITF homodimerization, bead proximity signal; AID 1259374; 650,000 tested, 0.91% active; in the data active = inhibition above about 50%;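 also: 0% = vehicle wells with protein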
FBW7 activator = activators of human E3 ligase FBW7; Q969H0; AlphaScreen FBW7–phospho-cyclin E peptide binding, activator screen; normalized activity (activation), % at 26.1 µM; 650,000 tested, 0.13% active; AID 1259310; in the data active = normalized activity above about 1.9%;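 also: purified mutant Fbw7 with reduced substrate affinity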
Target sequence (Q969H0 whole entry, looked up): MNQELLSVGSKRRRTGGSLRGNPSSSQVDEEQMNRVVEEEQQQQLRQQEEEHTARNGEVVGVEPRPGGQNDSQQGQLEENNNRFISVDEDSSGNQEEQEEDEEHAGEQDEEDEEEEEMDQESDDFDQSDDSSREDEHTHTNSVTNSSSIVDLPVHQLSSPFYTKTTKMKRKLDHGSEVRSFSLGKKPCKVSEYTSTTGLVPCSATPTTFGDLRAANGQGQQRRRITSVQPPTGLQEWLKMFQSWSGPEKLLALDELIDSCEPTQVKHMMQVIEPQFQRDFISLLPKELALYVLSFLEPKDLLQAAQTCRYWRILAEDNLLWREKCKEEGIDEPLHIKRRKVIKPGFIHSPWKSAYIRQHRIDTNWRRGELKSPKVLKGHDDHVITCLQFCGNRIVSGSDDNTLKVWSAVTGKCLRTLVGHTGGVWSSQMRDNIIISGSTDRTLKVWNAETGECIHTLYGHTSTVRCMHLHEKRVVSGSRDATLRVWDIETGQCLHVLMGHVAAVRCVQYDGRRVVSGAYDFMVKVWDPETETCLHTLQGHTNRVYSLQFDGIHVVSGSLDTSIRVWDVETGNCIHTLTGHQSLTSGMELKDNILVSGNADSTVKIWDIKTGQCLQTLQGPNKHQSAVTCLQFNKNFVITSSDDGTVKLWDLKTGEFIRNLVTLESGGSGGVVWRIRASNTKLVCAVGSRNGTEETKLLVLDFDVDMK
GPR151 activ = human GPR151 activation. Q8TDV0. PathHunter beta-arrestin GPR151 cells, luminescence. activation, % at 11.2 µM. 650,000 tested, 1% active; in the data active = activation above about 4.9%;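 also: 0% = median of compound wells and 100% = cells with positive control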
Target sequence (Q8TDV0 whole entry, looked up): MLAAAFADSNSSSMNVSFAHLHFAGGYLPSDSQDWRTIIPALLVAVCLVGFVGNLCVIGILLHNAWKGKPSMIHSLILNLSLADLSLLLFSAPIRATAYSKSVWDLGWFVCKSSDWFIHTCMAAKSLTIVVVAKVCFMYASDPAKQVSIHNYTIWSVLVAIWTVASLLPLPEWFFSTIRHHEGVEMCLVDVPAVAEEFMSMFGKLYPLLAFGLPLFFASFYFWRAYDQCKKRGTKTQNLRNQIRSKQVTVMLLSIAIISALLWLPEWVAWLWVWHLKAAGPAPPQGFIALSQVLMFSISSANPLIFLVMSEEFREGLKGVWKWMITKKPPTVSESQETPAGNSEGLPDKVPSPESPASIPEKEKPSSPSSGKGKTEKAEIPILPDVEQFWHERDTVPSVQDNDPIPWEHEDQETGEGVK
TEAD-YAP inh = TEAD-YAP interaction inhibition; HEK-TIYL cells, TEAD-Gal4/YAP UAS-luciferase luminescence; inhibition, % at 9.12 µM; 640,000 tested, 1.4% active; in the data active = inhibition above about 32%;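 also: 0% = median of test compound wells and 100% = reference inhibitor wells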
Active calls of the source: *; . = not tested or not shown.

no. | SMILES | MITF primary | FBW7 activator | GPR151 activ | TEAD-YAP inh
1 | Cc1nc2nc(SCC(=O)N3CCOCC3)nn2c(C)c1Cc1ccccc1Cl | 1 | -0.1 | -0.1 | -9
2 | COc1ccc(C2C(C(=O)Nc3ccc(F)c(Cl)c3)CCC(=O)N2c2ccc(OC)cc2)cc1 (centres undefined) | 13 | 0.5 | -1.6 | 9
3 | CC1CCCCC1NC(=O)Cn1cc2c(n1)CCCC2 (centres undefined) | -9 | -0.1 | 0.0 | 0
4 | CCOc1ccc(C(=O)Nc2ccc(Cl)c(-c3nc4ccccc4o3)c2)cc1Br | -1 | -0.3 | 0.3 | 3
5 | CC1(C(=O)OCC(=O)Nc2ccccc2C(N)=O)CC1(Cl)Cl (centres undefined) | 0 | 0.2 | 0.8 | -9
6 | C#CCN1C(=O)S/C(=C/c2ccc(OCC(=O)O)c(OCC)c2)C1=O | 15 | 0.2 | -0.1 | 5
7 | Cn1cnc2c1c(=O)n(Cc1cccc(Cl)c1)c(=O)n2C | -4 | 0.0 | -0.2 | -8
8 | O=C(CN1C(=O)c2ccccc2C1=O)Nc1ccc2c(c1)OCO2 | 3 | 0.0 | -0.4 | -3
9 | COc1ccccc1/C=N/NC(=O)CNC(=O)c1ccc(S(=O)(=O)N(C)C)cc1 | 7 | -0.1 | 0.2 | 1
10 | COc1cccc(CC(=O)N2CCC3(CC2)OCc2ccccc2O3)c1OC | 8 | 0.1 | 0.0 | 5
11 | Cn1c(C(=O)O)c(CC(=O)NCC2CCCO2)c2ccccc21 (centres undefined) | 16 | 0.2 | 0.7 | -2
12 | O=C(NCCCCc1ccccc1)c1ccc2ccccc2n1 | -8 | 0.1 | -0.5 | -2
13 | Cc1cc(NC(=O)CSc2nnc(C(C)C)n2C)no1 | -9 | -0.1 | -0.2 | 15
14 | COc1ccc(C(=O)N2CCN(S(=O)(=O)c3ccc(F)cc3)CC2)cc1 | -14 | 0.1 | 1.2 | 2
15 | COc1ccc(Cn2c(SCC(=O)O)nc3ccsc3c2=O)cc1 | -1 | -0.2 | 3.4 | -4
16 | COc1ccc(CC(=O)Nc2cc(OC)cc(OC)c2)cc1 | 9 | 0.1 | 0.7 | -5
17 | O=C(c1ccncc1)N1N=C(c2c(-c3ccccc3)c3cc(Br)ccc3[nH]c2=O)CC1c1ccccc1 (centres undefined) | 13 | -0.1 | 0.8 | 9
18 | Cc1ccccc1NC(=O)C(Cc1ccccc1)NS(=O)(=O)c1cccs1 (centres undefined) | 19 | 0.3 | -0.8 | 0
19 | O=C1c2ccccc2C(=O)N1/N=C/c1cccs1 | -8 | -0.2 | -0.4 | -2
20 | Cn1c(SCC(=O)Nc2ccc(Oc3ccccc3)cc2)nnc1-c1ccncc1 | 4 | -0.2 | -0.7 | -6
21 | N#Cc1ccccc1Cn1c(=O)n(CCC(=O)NCc2ccco2)c(=O)c2ccccc21 | 8 | -0.1 | 0.1 | 5
22 | CCC1CCCCN1C(=O)CSc1nc2c(c(=O)n1-c1ccccc1)SCC2 (centres undefined) | -10 | 0.0 | -0.7 | -3
23 | CC(C)OC(=O)[C@H](C)NC(=O)N1CCc2nc(-c3ccccc3)c3c(c2C1)CO[C@@H](C)C3 | 14 | 0.0 | 1.5 | .
24 | O=C(CNC(=O)c1ccc(N2C(=O)c3ccccc3C2=O)cc1)OCC(=O)c1ccccc1 | 3 | 0.0 | 0.6 | 0
25 | Cc1nc(N2CC(C)CC(C)C2)c2c3c(sc2n1)CCCC3 (centres undefined) | 1 | -0.2 | -0.7 | 3
26 | O=S(=O)(Nc1ncccn1)c1cc(Cl)ccc1Cl | -1 | -0.2 | -0.1 | -6
27 | O=C(Cn1ccc2ccccc2c1=O)NCCC(=O)NC1CCN(Cc2ccccc2)CC1 | -5 | -0.1 | -0.5 | -7
28 | Cc1cc(C)cc(N(CC(=O)NCCSC2CCCCC2)S(C)(=O)=O)c1 | 20 | 0.0 | -0.3 | 2
29 | Cc1ccccc1C(=O)On1c(-c2ccc(Cl)c([N+](=O)[O-])c2)nc2ccccc2c1=O | 4 | -0.2 | 5.8* | 12
30 | C=CCC(CC=C)(NC(=O)c1ccccc1[N+](=O)[O-])c1ccccc1 | 7 | -0.1 | -0.7 | 4
31 | Cc1cc(C)n2nc(CCC(=O)O)nc2n1 | 10 | -0.1 | 2.7 | -2
32 | Cc1c(C(=O)NC(C)(C)C)oc2ccccc12 | -5 | -0.1 | -0.4 | 5
33 | COc1ccc2c(c1OC)C(=O)OC2Nc1cccc(NC(C)=O)c1 (centres undefined) | 9 | 1.1 | -0.3 | -2
34 | CCOC(=O)C1=C(C)NC(=S)NC1c1ccc(OC(C)=O)c(OC)c1 (centres undefined) | 1 | 0.2 | 0.9 | 6
35 | CCOC(=O)c1cc(S(=O)(=O)NCCc2ccc(OCC)c(OCC)c2)cn1C | 1 | -0.1 | -1.4 | -2
36 | O=C(O)C1Cc2c([nH]c3ccccc23)CN1 (centres undefined) | -4 | -0.1 | 1.4 | -4
37 | O=C(CN1CCSCC1)N/N=C/c1cccc(C(F)(F)F)c1 | 56* | 0.6 | -1.4 | -2
38 | CCc1cc2c(=O)c(-c3ccc(F)cc3)coc2cc1OCC(=O)OC | -8 | -0.1 | 4.8 | -5
39 | CCc1ccccc1NC(=O)CN(CCc1ccccc1)S(=O)(=O)c1ccc(OC)cc1 | 15 | 0.7 | 2.4 | -8
40 | O=C(NCc1cccs1)c1cccc([N+](=O)[O-])c1 | 5 | 0.1 | 0.5 | -3

Results in GPR151 activ, for 6 of the compounds above:
| item | Structure | GPR151 activ |
| --- | --- | --- |
| 38 | CCc1cc2c(=O)c(-c3ccc(F)cc3)coc2cc1OCC(=O)OC | 4.8 |
| 39 | CCc1ccccc1NC(=O)CN(CCc1ccccc1)S(=O)(=O)c1ccc(OC)cc1 | 2.4 |
| 40 | O=C(NCc1cccs1)c1cccc([N+](=O)[O-])c1 | 0.5 |
| 36 | O=C(O)C1Cc2c([nH]c3ccccc23)CN1 (centres undefined) | 1.4 |
| 32 | Cc1c(C(=O)NC(C)(C)C)oc2ccccc12 | -0.4 |
| 31 | Cc1cc(C)n2nc(CCC(=O)O)nc2n1 | 2.7 |

(cont.)
no. | SMILES | MITF primary | FBW7 activator | GPR151 activ | TEAD-YAP inh
41 | COc1ccc(C(=O)Nc2cc3cc([N+](=O)[O-])ccc3oc2=O)cc1OC | 4 | -0.1 | 0.2 | 2
42 | Cc1cc(C)n(C(=O)c2ccc(-c3ccccc3)cc2)n1 | 0 | 0.2 | 0.9 | 9
43 | Cc1cc(C)c(C)c(C2=NON3N(C(=O)C(C)C)c4ccccc4N23)c1C | 4 | 0.0 | 0.7 | 0
44 | COc1ccc(C2=CC(c3cc(OC)c(OC)c(OC)c3)n3nnnc3N2)cc1 (centres undefined) | 16 | 0.3 | 7.3* | 61*
45 | C=CCn1c(SCC(=O)Nc2cc(C)ccc2C)nc2sc(CC)cc2c1=O | -2 | 0.0 | 0.4 | 24
46 | C=CCNc1nc(Nc2ccccc2)c2cnn(C)c2n1 | -5 | 0.1 | 1.1 | -6
47 | COc1ccccc1-c1csc(N)n1 | -12 | -0.1 | 1.4 | 6
48 | COc1cccc(NC(=O)CSc2nc3ccccc3c(=O)n2CC2CCC(C(=O)NCc3ccco3)CC2)c1 (centres undefined) | -6 | 0.1 | -1.3 | 4
49 | O=C(N[C@@H]1CCc2ccccc21)c1cccc(-n2cc(NC(=O)C3CCc4ccccc43)cn2)c1 (some centres undefined) | 2 | 0.2 | -1.6 | 8
50 | C=CCn1c(SCC(=O)Nc2sc3c(c2C(=O)OCC)CCC3)nc2sc3c(c2c1=O)CCC3 | 2 | -0.1 | 0.4 | -2
51 | Cc1ccc(CC2SC(N=C(N)N)=NC2=O)cc1 (centres undefined) | 1 | 0.0 | 0.7 | 3
52 | COCCn1nnnc1C(c1ccc(Cl)cc1)N1CCN(C2CCCC2)CC1 (centres undefined) | 2 | -0.2 | -0.2 | 7
53 | COc1ccccc1C(=O)Nc1ccnn1C1CCN(Cc2cccc3ccccc23)CC1 | -13 | -0.1 | 0.6 | -9
54 | COc1cccc(CNC(=O)c2ccc3c(c2)NC(=O)c2ccccc2S3)c1 | 1 | 0.0 | 0.3 | 10
55 | CC(=O)c1ccc(NC(=O)c2snc3c(=O)[nH]c(C)nc23)cc1 | 6 | 0.3 | 0.3 | -53
56 | COc1cccc(/C=c2\sc3nc(-c4ccccc4)nn3c2=O)c1OC | 3 | 0.0 | 1.4 | -3
57 | COc1cccc(/C=C2/NC(=S)NC2=O)c1O | -2 | 0.1 | -0.3 | 41*
58 | N=C(N)Sc1cn(CCNC(=O)c2ccccc2)c2ccccc12 | -10 | -0.2 | 3.4 | 5
59 | O=C(CN1C(=O)c2cccc([N+](=O)[O-])c2C1=O)Nc1cccc2ccccc12 | 6 | 0.0 | -1.9 | 7
60 | COc1cccc(Nc2cc(C)nc3ccc(Cl)cc23)c1 | 8 | -0.1 | 0.0 | 44*
61 | CCN1CCN(C(c2cccs2)c2nnnn2Cc2ccc(F)cc2)CC1 (centres undefined) | 14 | 0.1 | -1.1 | 8
62 | CCc1cccc2sc(NC(=O)Cc3ccc4c(c3)OCO4)nc12 | -3 | -0.2 | -1.5 | -14
63 | COc1ccc(-c2cnc3[nH]c(=O)n(CC(C)(C)CO)c3n2)c(OC)c1OC | -1 | 0.1 | -0.4 | -2
64 | c1ccc(OCc2noc(CN3CCCC3c3ccccn3)n2)cc1 (centres undefined) | 5 | -0.1 | 2.9 | -3
65 | NC(=O)COc1ccc2cc(-c3ccc(Cl)cc3)c(=O)oc2c1 | 3 | -0.1 | -0.2 | -6
66 | CCOC(=O)C1CCN(C2CCC(=O)N(Cc3ccc(F)cc3)CC2)CC1 (centres undefined) | 13 | 0.0 | 1.0 | -4
67 | Cc1ccc(N2C(=O)/C(=C\c3ccc(Br)cc3)S(=O)(=O)C2c2cccc([N+](=O)[O-])c2)cc1C (centres undefined) | -1 | 0.0 | 0.6 | 4
68 | CCn1c(N2CCCC(C(=O)NCCCCO)C2)nc2ccccc21 (centres undefined) | 3 | -0.1 | 2.3 | -5
69 | CCN(CC)C(=O)C(=O)C(C#N)c1nc2ccccc2n1C (centres undefined) | 24 | 1.1 | -0.6 | 2
70 | COc1ccc(C2=NN(C(=O)c3cc(OC)c(OC)c(OC)c3)C(c3ccccc3OC)C2)cc1OC (centres undefined) | -4 | 0.0 | 1.3 | 35*
71 | Cc1cnc(NC(=O)c2ccc3c(c2)S(=O)(=O)c2ccccc2C3=O)s1 | 0 | -0.2 | 3.9 | 1
72 | O=C(Nc1ccccc1NC(=O)C1(c2cccs2)CCCC1)c1cccs1 | 0 | -0.1 | -0.3 | -4
73 | CC(C)C(=O)NC(C)c1nnc2n1CCN(Cc1cccs1)CC2 (centres undefined) | 11 | 0.2 | 0.3 | 7
74 | CCC(=O)Nc1sc2c(c1C(=O)O)CC(C)(C)OC2 | -4 | 0.1 | 1.8 | 11
75 | COc1ccc2c(=O)c(Oc3ccccc3F)coc2c1C | 7 | 0.0 | -0.3 | -12
76 | COc1ccc(C2CC(=O)C3=C(C2)NC(C)=C(C(=O)OCCOc2ccccc2)C3c2cccc(O)c2)cc1 (centres undefined) | 0 | 0.0 | 0.5 | 7
77 | CCSc1nnc2c(n1)OC(c1ccc(OCc3ccccc3)cc1)Nc1ccccc1-2 (centres undefined) | -8 | 0.6 | -4.5 | -24
78 | N#Cc1cc2cc3c(cc2nc1SCC(=O)NCc1ccccc1)OCCO3 | 11 | 0.0 | 2.1 | 36*
79 | Cc1cc(C(F)F)n2ncc(C(=O)NC3(c4ccc5c(c4)OCO5)CCCC3)c2n1 | 13 | 0.8 | -0.9 | 8
80 | COc1cc(C)ccc1OCCOCCN(C)Cc1ccccc1 | 1 | 0.1 | -0.3 | 11

Reprinted from the part before: four entries, followed by the next part.
no. | SMILES | MITF primary | FBW7 activator | GPR151 activ | TEAD-YAP inh
77 | CCSc1nnc2c(n1)OC(c1ccc(OCc3ccccc3)cc1)Nc1ccccc1-2 (centres undefined) | -8 | 0.6 | -4.5 | -24
78 | N#Cc1cc2cc3c(cc2nc1SCC(=O)NCc1ccccc1)OCCO3 | 11 | 0.0 | 2.1 | 36*
79 | Cc1cc(C(F)F)n2ncc(C(=O)NC3(c4ccc5c(c4)OCO5)CCCC3)c2n1 | 13 | 0.8 | -0.9 | 8
80 | COc1cc(C)ccc1OCCOCCN(C)Cc1ccccc1 | 1 | 0.1 | -0.3 | 11
81 | O=C(NC1CCCCCCC1)c1ccc(F)c(S(=O)(=O)N2CCOCC2)c1 | 15 | 0.2 | -2.0 | -10
82 | COCCCNC(=O)/C(=C\c1ccco1)NC(=O)c1ccc(Cl)cc1 | 3 | 0.3 | 0.0 | -4
83 | CCOc1ccc(C2Oc3c(OCC)cccc3C3CC(c4cccs4)=NN32)cc1 (centres undefined) | 8 | 0.0 | -0.5 | -54
84 | Cn1c(=O)n(C)c2cc(NC(=O)c3ccc(Cl)cc3Cl)c(Br)cc21 | 17 | 0.9 | -0.4 | 7
85 | COc1ccc(CN2CCNC(=O)C2CC(=O)NC2CCCCCC2)c(C)c1C (centres undefined) | -8 | 0.0 | -0.1 | 7
86 | O=C(NCc1nc2ccccc2[nH]1)c1ccc2nc(Nc3ccc(-n4ccnc4)cc3)sc2c1 | 16 | -0.2 | -1.6 | -30
87 | CCCCCOc1ccc(CSc2nnc(C)n2N)cc1 | -9 | 0.2 | -0.5 | -46
88 | Cc1noc(C)c1CNCc1ccccc1 | 34 | -0.2 | 0.6 | -2
89 | COc1ccc(OC(C)C(=O)Nc2cccc(C)n2)cc1 (centres undefined) | -5 | -0.2 | -0.7 | -2
90 | COCCNC(=S)N(C)C1(c2ccccc2Cl)CCCCC1=O (centres undefined) | -5 | -0.1 | -0.7 | 0
